Bioassay records deposited in PubChem by Small Molecule Screening Facility, UW Madison.
RMI FANCM FP = RMI-FANCM interaction inhibition; Fluorescence polarization, RMI core complex with F-MM2 peptide; stronger effect = lower value; hit rate 0.58% among 70,000; FP signal (polarization) at 33 µM; in the data active = FP signal below about 40; note: inactives centre near 61; strong numbers were not always called active; unit not given here
Starred values were filed as active, the others as inactive; & = joins results of further samples. This is a subset (hit frequency here may not be typical).

RMI FANCM FP,canonical_smiles
63,CC(=O)Nc1ccc(OCC(O)CN2CCN(S(=O)(=O)c3ccccc3)CC2)cc1 (stereo not given)
55,Cn1nc(OC(C)(C)C(=O)Oc2ccc(Cl)cc2Cl)cc1C(F)(F)F
57,Cc1ccc(NCc2cc3cc4c(cc3n(CC(=O)Nc3cccc(F)c3)c2=O)OCCO4)cc1
89,CCCCCn1c(=S)[nH]c2cc(C(=O)Nc3ccccc3F)ccc2c1=O
58,Cc1cc(C)cc(OCC(=O)n2nc(C)cc2C)c1
64,CNC(=O)C(=O)NCc1ccccc1
61,CCN(CC)C(=S)SC1=C(Cl)CS(=O)(=O)C1
81,Cc1ccccc1-c1ccc(N2CCN(S(=O)(=O)c3cccs3)CC2)nn1
58,COc1c(S(=O)(=O)N2CCN=C2c2ccccc2)ccc(Cl)c1Cl
61,CC(=O)N1CCN(C(=O)CCc2csc(NC(=O)c3ccc[nH]c3=O)n2)CC1
55,COc1ccc(CC(=O)N2CCC3(CC2)OCCN3S(=O)(=O)c2ccc(F)c(C)c2)cc1OC
69,CCCN1C(=O)C(C)(C)COc2ccc(NC(=O)c3ccccc3Cl)cc21
57,CCOC(=O)c1csc(-c2snnc2C)n1
66,COc1ccc(NC(=O)Cn2nc(-c3cccs3)c3sc(N4CCCC4)nc3c2=O)cc1OC
44,O=C(Sc1ccccc1)c1cccc(=O)o1
65,CS(=O)(=O)N1CCCC(C(=O)Nc2nc(-c3cccs3)cs2)C1 (stereo not given)
65,O=C(NCc1cccc2ccccc12)NCC(c1ccsc1)N1CCOCC1 (stereo not given)
79,CCN(CC)CCN(C(=O)c1ccc(S(=O)(=O)N(C)C2CCCCC2)cc1)c1nc2c(C)cccc2s1
69,O=C(NCCc1csc(-c2cccnc2)n1)c1cccc2ccccc12
69,CC(C)N1CCC(CNS(=O)(=O)c2cccc(Cl)c2)CC1
54,Cc1cc(C(=O)Nc2ccccc2-c2nc3ccccc3[nH]2)no1
73,Cc1cccc(NC(=O)C(=O)NCC(=O)N2CCOC(c3ccccc3)C2)c1 (stereo not given)
71,Cc1c(Cl)ccc2sc(N(CCCn3ccnc3)C(=O)COc3ccccc3)nc12
65,CCc1nnc(-c2ccc(NC(=O)C3CCCCC3)cc2)o1
61,CS/C(=C\C(=O)c1ccccc1)Nc1ccccc1Cl
54,CN(C)/C=C(\C#N)Sc1nnc(-n2cccc2)s1
58,Cc1cc(C)c(C#N)c(SC(C(=O)Nc2ccc3c(c2)OCO3)c2ccccc2)n1 (stereo not given)
72,COc1ccc(-c2noc(CC(=O)NCc3ccccc3)c2-c2ccc(OC)cc2)cc1
69,O=C(COc1ccc(Cl)cc1Cl)N/N=C\c1ccc(Cl)o1
63,Cc1ccc(S(=O)(=O)CC(=O)c2ccccc2)cc1
54,CS(=O)(=O)CS(=O)(=O)Oc1cccc(C(F)(F)F)c1
75,CCOc1ccc(-c2cc3c(SCc4ccccc4F)nccn3n2)cc1Cl
60,CC(=O)N1CCN(c2cc3c(cc2F)c(=O)c(C(=O)O)cn3C2CC2)CC1
61,COc1ccccc1NC(=O)CC1SC(N)=NC1=O (stereo not given)
67,O=C(NCCn1ncc2c(N3CCN(c4ncccn4)CC3)ncnc21)c1ccccc1F
57&58,O=C(CN1CCN(c2nc3cc(Cl)ccc3s2)CC1)c1ccc2c(c1)OCCCO2
50,O=C(Nc1nnc(CS(=O)(=O)c2ccccc2)o1)c1cccs1
54,CCOC(=O)C(=CNNC(=O)c1cccs1)C(=O)OCC
58,Cc1nnc(N=Nc2c(O)[nH]c3ccc(Br)cc23)[nH]c1=O
59,O=C(/C=C/c1ccco1)Nc1ccccc1I
54,FC(F)(F)Oc1ccc(OCc2n[nH]c(=S)n2-c2ccc(Cl)cc2)cc1
67,O=C(COc1ccc2ccccc2c1)NNC(=O)c1cccn(Cc2ccc(F)cc2)c1=O
55,O=c1oc2ccccc2cc1-c1nc(-c2ccc(Oc3ccc(C(F)(F)F)cc3[N+](=O)[O-])cc2)no1
64,COc1ccc(-c2nnc(NC(=O)c3ccccc3Br)o2)cc1
59,c1ccc(-n2ncc3c2ncn2nc(C4CCCO4)nc32)cc1 (stereo not given)
62,COc1ccccc1/C=C1\SC(=O)N(CC(=O)Nc2ccc(O)c(C(=O)O)c2)C1=O
60,O=c1nc(N2CCCCC2)ccn1C(=C(Cl)Cl)N(c1ccccc1)N1CCCCC1
79&74,CN1CCN(C(CNS(=O)(=O)c2ccc(Oc3ccccc3)cc2)c2ccc3c(c2)OCO3)CC1 (stereo not given)
71,O=C(Nc1ccc(S(=O)(=O)Nc2nccs2)cc1)c1ccc([N+](=O)[O-])s1
50,Cc1nc(-c2nnc(-c3ccc(C(F)(F)F)cc3)o2)cs1

In the list so far, these have bromine:
RMI FANCM FP,canonical_smiles
58,Cc1nnc(N=Nc2c(O)[nH]c3ccc(Br)cc23)[nH]c1=O
64,COc1ccc(-c2nnc(NC(=O)c3ccccc3Br)o2)cc1

Following part.
RMI FANCM FP,canonical_smiles
54,COc1ccc(/C=C/c2nc(-c3ccc(OS(=O)(=O)N(C)C)cc3)no2)c(Cl)c1OC
76,COc1ccc(S(=O)(=O)Nc2ccc3c(c2)CCCN3C(=O)c2ccccc2)cc1Cl
100,Cc1ccc(NC(=O)Cn2nc3c4c(cccc4c2=O)-c2ccccc2-3)cc1C
69,Nc1nnc(-c2cc3ccccc3o2)o1
68,Cc1cc(NC(=O)c2ccccc2S(C)(=O)=O)n(C)n1
66,O=C(NCCCn1nc(-c2ccc(Cl)cc2)ccc1=O)c1cc2ccccc2oc1=O
66,CCCCc1ccc(NC(=O)c2nc(SC)ncc2Cl)cc1
57,Cn1c(=O)c2c(nc(Sc3ccccc3N)n2C)n(C)c1=O
74,COc1ccc2sc(N(CCN(C)C)C(=O)c3ccccc3F)nc2c1
24*,N#C/C(=C/c1ccoc1-c1ccc([N+](=O)[O-])cc1)C(N)=S
69,CN1C(=O)C(C)(C)COc2ccc(NC(=O)CC(C)(C)C)cc21
56,CSc1scc(Cl)c1S(=O)(=O)C(C)C
56,CCOC(=O)CN(C(=O)COc1nc(C)cc(C)c1C#N)c1ccc(F)cc1
70,Cc1cc(C)cc(NC(=O)N2CCN(c3ccc4nnc(C5CC5)n4n3)CC2)c1
62,C=C(C)Cn1c(CCNC(C)=O)nc2ccccc21
146,COc1ccc(-c2nnc3ccc(OCCNC(=O)Nc4ccccc4C)nn23)cc1OC
59&63,CC(C)(C)C1CCc2c(sc3nc(CCC(=O)N4CCN(C(=O)c5ccco5)CC4)[nH]c(=O)c23)C1 (stereo not given)
69,CN(C)c1ccc(C(CNC(=O)c2ccccc2Br)N2CCc3ccccc3C2)cc1 (stereo not given)
59,O=C(Nc1ccc(OC(F)(F)F)cc1)C1CCN(c2ccc(-c3cccs3)nn2)CC1
53,CCCC(=O)N(CCCN1CCOCC1)c1nc2ccc(F)cc2s1
54,ONC(=Nc1cccc(C(F)(F)F)c1)c1c(F)cccc1F
62,CCN1CCN(C(=O)N[C@@H](C(=O)N[C@@H]2C(=O)N3C(C(=O)O)=C(CSc4nnnn4C)CS[C@H]23)c2ccc(O)cc2)C(=O)C1=O
61,O=C(Nc1ccc(S(=O)(=O)Nc2nccs2)cc1)c1ccccc1F
61&53,COCCCn1c(=O)cc(C)[nH]c1=S
57,O=C(Nc1ccc(-c2nc3ccccc3[nH]2)cc1)C1CCCN1S(=O)(=O)c1cccs1 (stereo not given)
73,COc1ccc(-c2ccc(=O)n(CCCC(=O)Nc3ccccc3C(F)(F)F)n2)cc1
52,COc1ccc2cc(C(C)C(=O)O)ccc2c1 (stereo not given)
61,CN(C(=O)Nc1ccc(Cl)cc1)c1c2c(nn1C)CCCC2
89,O=C(Nc1nc(-c2ccc(F)cc2)cs1)c1ccc2c(c1)OCCO2
64,CC(C)(C)c1cc(Br)cc(Br)c1O
55,Cc1nc(C(F)(F)F)nc(N2CCCCC2)c1Oc1ccccc1
58,CNc1ccccc1C(=O)N1CCc2c([nH]c3ccccc23)C1=O
67,CCOC(=O)c1ccc(NC(=O)CC2S/C(=N\N=C/c3c[nH]c4ccccc34)NC2=O)cc1 (stereo not given)
70,COc1cccc(CNC(=O)C(=O)Nc2ccccc2)c1
58,CN1CCN(c2ccc(CNC(=O)c3ccno3)cc2)CC1
54,N#CC(C#N)=CNc1ccccc1Oc1ccc(Cl)cc1Cl
58,FC(F)Oc1ccc(NC(=S)N2CCc3ccccc32)cc1
63,COCCCN1C(=O)c2ccc(C(=O)OC(C)C(=O)c3ccc(C)cc3)cc2C1=O (stereo not given)
48,Cc1ccc(-n2nnnc2/C=C/N2CCOCC2)cc1
54,O=C(NCC(c1cccnc1)N1CCN(c2ccccc2F)CC1)C(=O)Nc1cccc([N+](=O)[O-])c1 (stereo not given)
61,O=S(=O)(Nc1ccc(CN2CCN(c3ccccn3)CC2)cc1)c1ccc(F)cc1F
72,O=C(CC1CCCCN1S(=O)(=O)c1ccccc1)Nc1cccc(Cl)c1 (stereo not given)
66,CN1C(=O)C(C)(C)COc2ccc(NC(=O)c3ccco3)cc21
56,COc1cc2nc(N3CC=[N+](C(=O)c4ccco4)CC3)nc(N)c2cc1OC
54,O=C1c2ccc([N+](=O)[O-])cc2C(=O)N1CCCCCN1C(=O)c2ccc([N+](=O)[O-])cc2C1=O
62,O=C(NCCN1CCOCC1)c1cc2c(=O)n3ccccc3nc2n1Cc1ccccc1
70,COC(=O)c1ccc(C(=O)Nc2ncc(S(=O)(=O)c3ccc([N+](=O)[O-])cc3)s2)cc1
73,COc1cc2nc3sc(Nc4cc(C)cc(C)c4)nn3c(=O)c2cc1OC
66,O=S(=O)(NCC1(c2cccs2)CCCC1)c1ccc(F)cc1
65,COC(=O)Nc1cccc(N2CCCCC2=O)c1

Among those listed so far, these contain an aryl thioether with sulfur outside any ring:
RMI FANCM FP,canonical_smiles
54,CN(C)/C=C(\C#N)Sc1nnc(-n2cccc2)s1
58,Cc1cc(C)c(C#N)c(SC(C(=O)Nc2ccc3c(c2)OCO3)c2ccccc2)n1 (stereo not given)
75,CCOc1ccc(-c2cc3c(SCc4ccccc4F)nccn3n2)cc1Cl
66,CCCCc1ccc(NC(=O)c2nc(SC)ncc2Cl)cc1
57,Cn1c(=O)c2c(nc(Sc3ccccc3N)n2C)n(C)c1=O
56,CSc1scc(Cl)c1S(=O)(=O)C(C)C
62,CCN1CCN(C(=O)N[C@@H](C(=O)N[C@@H]2C(=O)N3C(C(=O)O)=C(CSc4nnnn4C)CS[C@H]23)c2ccc(O)cc2)C(=O)C1=O

Next part:
RMI FANCM FP,canonical_smiles
70,O=S(=O)(Cc1cccc(Cl)c1)NCCN1CCN(c2ccccc2F)CC1
64,CC1=CC2C(CC1=O)C(C)=CCC2C(C)C (stereo not given)
63,CCOc1ccccc1NC(=O)CSc1nc(-c2ccccc2Cl)ns1
70,CC(NC(=O)C(=O)NCc1ccccc1Cl)C(c1cccs1)N1CCOCC1 (stereo not given)
56,CCOC(=O)c1c(C)nc(C)c(C(=O)OCC)c1-c1ccccc1
69,Cc1nn(C(=O)C2CCCN2S(=O)(=O)c2ccc(F)cc2)c(C)c1Sc1ccccc1 (stereo not given)
63,O=C(/C=C/c1ccc([N+](=O)[O-])cc1)Nc1nc(-c2ccc(Cl)s2)cs1
64,COc1ccc(C(=O)NCCn2ncc3c(N4CCN(c5ccccc5)CC4)ncnc32)cc1OC
60,CC(C)N1C(=O)/C(=C/c2cc(Cl)c3ccccc3n2)SC1=S
55,CC(=O)OC(OC(C)=O)c1ccc(S(C)(=O)=O)cc1
62,O=C1C(Cl)=C(c2ccccc2)N(c2ccccc2)C(=O)C1(F)c1ccccc1 (stereo not given)
55,CSc1ccccc1-c1nnc(NC(=O)c2ccc(Cl)cc2Cl)o1
84,Cc1ccc(NC(=O)CSc2ncc(S(=O)(=O)c3cccs3)c(N)n2)c(Br)c1
62,O=C(c1cccs1)N1CCCNCC1
51,FC(F)(F)c1ccccc1-n1ccnc1
64,O=C(/C=C1\SC(=O)N(CC(=O)Nc2ccccc2C(F)(F)F)C1=O)Nc1ccc(Cl)cc1
60,O=C(Cc1cc(=O)[nH]c(SCC(=O)N2CCOCC2)n1)NCCc1ccccc1
68,COc1ccccc1CNC(=O)C(=O)Nc1ccccc1
58,N/C(=N/OC(=O)Nc1ccc(OC(F)(F)F)cc1)c1cnccn1
60,O=C(CSCc1ccccc1)N1CCC(Cc2ccccc2)CC1

Random excerpt: 3 entries already listed.
RMI FANCM FP,canonical_smiles
55,CSc1ccccc1-c1nnc(NC(=O)c2ccc(Cl)cc2Cl)o1
62,O=C1C(Cl)=C(c2ccccc2)N(c2ccccc2)C(=O)C1(F)c1ccccc1 (stereo not given)
64,O=C(/C=C1\SC(=O)N(CC(=O)Nc2ccccc2C(F)(F)F)C1=O)Nc1ccc(Cl)cc1

Going on with the list.
RMI FANCM FP,canonical_smiles
73,CCN1C(=O)C(C)(C)COc2ccc(NC(=O)Cc3cccc4ccccc34)cc21
55,CCOc1ccc(C(=O)Nc2nnc(-c3ccccc3Cl)s2)cc1
64,CCCCN1C(=O)CCc2cc(NC(=O)c3ccc(OC)c(OC)c3)ccc21
66,Cc1nc2scc(-c3cccc(NS(=O)(=O)c4ccc(F)cc4F)c3)n2c(=O)c1C
61,CS(=O)(=O)c1ccc(CC(=O)Nc2cccc(-c3nc4ccccc4o3)c2)cc1
71,O=C(CS(=O)(=O)c1ccc(Cl)cc1)Nc1cccc(-c2nc3ccccc3[nH]2)c1
55,S=c1nn[nH]n1CCc1ccc(Cl)cc1
74,CC(C)Oc1ccc(C(=O)NCCCN2CCOC(c3ccccc3)C2)cc1 (stereo not given)
63,O=C(Cc1csc(Nc2ccccc2)n1)N1CCN(c2ncccn2)CC1
60,O=C(c1ccc([N+](=O)[O-])cc1)N1CCN(Cc2nc(C3CC3)cs2)CC1
61,O=[N+]([O-])c1ccc(C2OCCO2)s1
56,COc1cccc(NC(=O)CSc2nc(CC(=O)Nc3ccc(OC)c(Cl)c3)cs2)c1
